# CHOP UPR activ – activators of apoptotic CHOP UPR arm, primary screen, cell-based, CHO-CHOP luciferase reporter, luminescence, uHTS; UPR activation; percent of tunicamycin response over DMSO baseline; 330,000 tested, 0.34% active; AID 449763, 2010; activation, % at 10 µM;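 active means at 10 µM dose, activation of 40% or more, normalized to positive control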;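 further: 100% = tunicamycin at 10 µg/mL and 0% = DMSO alone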
#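 System: CHO CHOP reporter cells. Amount: 500 cells per well. Buffer or medium: F12 medium, 10% FBS. Compound dosing: one dose, 10 µM in 0.5% DMSO. Incubation: 6 h compound exposure at 37 °C after overnight seeding. Technique: Steady-Glo luciferase luminescence. Benchmarks: tunicamycin and DMSO controls.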
# tim10-1 inh – growth inhibitors of tim10-1 mutant yeast, primary screen, luminescence, uHTS; S. cerevisiae tim10-1 ts strain growth, BacTiter-Glo, 24 h; inhibition, % at 20 µM; 330,000 tested, 2.2% active; AID 463190, 2010;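 active means inhibition of at least 40%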;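 further: mutant grown at 25 °C; 0% = DMSO wells with yeast and 100% = wells holding no yeast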
# tim23-1 inh – growth inhibitors of tim23-1 mutant yeast, primary screen, luminescence, uHTS. S. cerevisiae tim23-1 growth, BacTiter-Glo luminescence, 24 h. inhibition, % at 20 µM. 330,000 tested, 1.3% active. AID 463212, 2010;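 active means growth inhibition of the mutant yeast at or above 50%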;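 further: temperature-sensitive mutant grown at 25 °C; plate controls were DMSO-treated mutant yeast for no effect and medium wells lacking yeast for full effect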
# APJ ag – agonists of human apelin receptor APJ, primary screen, CHO-K1 cells, PathHunter beta-arrestin, luminescence; P35414; 0% DMSO wells, 100% apelin; activation, % at 20 µM; 330,000 tested, 0.11% active; AID 2520, 2010;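 active means activation more than six SD over the plate average, tested at 20 µM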;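 further: 0% = DMSO alone and 100% = apelin-13 at 10 nM; some results filed as inactive read as strong as hits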
# Target sequence (P35414 whole entry, looked up): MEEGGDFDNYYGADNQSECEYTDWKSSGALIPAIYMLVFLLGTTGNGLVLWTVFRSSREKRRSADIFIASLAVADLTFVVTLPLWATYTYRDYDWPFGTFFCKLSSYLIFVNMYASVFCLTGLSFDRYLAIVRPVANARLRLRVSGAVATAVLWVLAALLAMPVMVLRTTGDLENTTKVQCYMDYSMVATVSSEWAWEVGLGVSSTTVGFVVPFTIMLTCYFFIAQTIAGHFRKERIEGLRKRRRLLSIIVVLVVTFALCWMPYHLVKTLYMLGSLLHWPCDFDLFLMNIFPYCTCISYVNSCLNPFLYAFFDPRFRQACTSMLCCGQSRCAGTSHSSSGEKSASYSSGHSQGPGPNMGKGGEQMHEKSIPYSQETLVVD
#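 Material: CHO-K1 APJ beta-arrestin complementation cell line; Input: cell density 1000 per well; Incubation: compound stimulation 90 min at 25 °C, detection 60 min; Signal: luminescence from split beta-galactosidase complementation, Galacton Star/Emerald II substrate; Controls: DMSO-only wells as negative, 10 nM Apelin-13 as positive control.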
# Mdm2-MdmX inh – inhibitors of human Mdm2-MdmX association, primary screen, cell-based, luminescence, split luciferase, SaOS-2, uHTS; Protein Mdm4 (Homo sapiens) + E3 ubiquitin-protein ligase Mdm2 (Homo sapiens), …; SaOS-2 split-luciferase Mdm2/MdmX complementation; inhibition, % at 8 µM; 330,000 tested, 3% active;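 active means inhibition of at least 50% at 8 µM in the primary screen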
# TIM10 inh – growth inhibitors of isogenic TIM10 control yeast, primary screen, counter-screen for tim10-1 yeast inhibitor project, luminescence, uHTS. S. cerevisiae TIM10 strain growth, BacTiter-Glo luminescence, 24 h. inhibition, % at 10 µM. 330,000 tested, 1.4% active. AID 463195, 2010;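 active means inhibition of 40% or more at the single tested concentration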;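 further: wild-type TIM10 isogenic control strain grown at permissive 25 °C; 0% = DMSO yeast wells and 100% = minimal medium wells without yeast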
# APJ antagonist – antagonists of human apelin receptor APJ, primary screen, CHO-K1 cells, beta-arrestin complementation, luminescence. 330,000 tested, 0.32% active. AID 2521, 2010. inhibition, % at 20 µM;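 active means inhibition above about 40% at 20 µM, limit read from the data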;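 further: cells challenged with 10 nM apelin-13 agonist together with compound; plate controls were apelin-13 plus DMSO wells for no effect and DMSO wells lacking apelin-13 for full effect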
# UPR XBP1 act – activators of adaptive XBP1 UPR arm, primary screen, cell-based, CHO-XBP1 luciferase reporter, luminescence, uHTS | AID 463104, 2010 | 330,000 tested, 0.33% active | IRE1-XBP1 UPR activation; percent of tunicamycin response, DMSO as zero | activation, % at 20 µM;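 active means versus positive control, 20 µM dose yields 30% or more activation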;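 further: 100% = tunicamycin at 10 µg/mL and 0% = DMSO only wells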
#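 Signal: luciferase luminescence; Assay system: CHO-XBP1 luciferase reporter cells; Amount: one thousand reporter cells per well; Dosing: 20 µM single concentration, DMSO 1%; Benchmarks: high control tunicamycin 10 µg/mL final, low control DMSO vehicle only; Schedule: 6 h compound exposure at 37 °C, 5% CO2; Evaluation: percent activation relative to tunicamycin reference.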
# CXCR6 inh – CXCR6 receptor inhibitors, primary screen, cell-based, beta-arrestin, luminescence, CHO-K1 PathHunter, 1536-well. inhibition, % at 20 µM. 360,000 tested, 0.36% active; in the data active means inhibition above about 34%, passing the limit was not always enough;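 further: antagonist mode with CXCL16 agonist at 10 nM final; 0% = 10 nM CXCL16 with DMSO and 100% = unstimulated wells without agonist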
# Target sequence (O00574 whole entry, looked up): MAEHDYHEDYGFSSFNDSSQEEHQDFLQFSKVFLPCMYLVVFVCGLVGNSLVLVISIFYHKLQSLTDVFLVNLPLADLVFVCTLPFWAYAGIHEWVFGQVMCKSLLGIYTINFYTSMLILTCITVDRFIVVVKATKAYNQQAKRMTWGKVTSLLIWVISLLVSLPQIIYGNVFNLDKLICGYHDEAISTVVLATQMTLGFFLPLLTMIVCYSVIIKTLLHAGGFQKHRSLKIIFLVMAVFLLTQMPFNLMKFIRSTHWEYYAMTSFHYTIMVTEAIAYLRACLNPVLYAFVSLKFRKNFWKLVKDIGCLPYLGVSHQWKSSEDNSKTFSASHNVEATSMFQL
# * hit, by the source's call; . = not tested or not shown.
1. CN(CCc1ccccn1)C(=O)c1nn2c(C(F)(F)F)cc(-c3ccco3)nc2c1Cl
2. COC(=O)C1=C(C)N(CC2CC2)C(=NCc2cccc(C(F)(F)F)c2)N[C@H]1c1ccccc1
3. CC(Nc1cccc2ccccc12)C(=O)N/N=C/c1ccccn1 (stereo not given)
4. Cc1ccc(N2CC(C(=O)NCCN3CCOCC3)CC2=O)cc1C (stereo not given)
5. CCC(=O)Nc1ccc2c(c1)C(=O)N(C)C2=O
6. CNc1ncc(C(=O)c2ccc(-c3ccccc3)cc2)s1
7. CC(=O)c1ccc(OCCOc2ccc(C#N)cc2)cc1
8. COc1ccc(NC(=O)CN(C)CC(=O)Nc2cccc(F)c2)cc1Cl
compound no.	1	2	3	4	5	6	7	8
CHOP UPR activ	-0.4	-1.5	0.7	-0.1	-2.3	2.2	0.3	-1.1
tim10-1 inh	27	12	28	6	4	16	11	22
tim23-1 inh	19	8	44	13	6	40	17	-1
APJ ag	-2	-3	2	1	-1	-2	-5	0
Mdm2-MdmX inh	14	54*	26	-1	-3	-142	-17	23
TIM10 inh	5	9	21	-9	0	27	10	-13
APJ antagonist	-16	30	-46	17	-28	-2	3	5
UPR XBP1 act	-4	2	8	2	0	1	0	-2
CXCR6 inh	1	2	-5	-2	-7	9	-6	-4

9. CCc1cc(CC)c(/C=N/NC(N)=O)c(CC)c1
10. CCN(CC)c1ccc(NC(=O)CCc2nnc3ccc(N4CCCC4)nn23)c(C)c1
11. O=C1N=C2SCCN2/C1=C\c1c(Cl)cccc1Cl
12. S=C(Nc1ccc(Cl)cc1)c1nc2ccccc2[nH]1
13. COc1cc(OC)cc(C(=O)NCC(=O)OCC(=O)/C=C2/N(C)c3ccccc3C2(C)C)c1
14. S=c1[nH]ncn1/N=C/c1ccc(Br)cc1
15. Cc1ccc(-n2nc(-c3cccs3)cc2C(=O)NCC2CCCO2)c(C)c1 (stereo not given)
16. Cn1nccc1C(=O)OCC(=O)Nc1nc(-c2ccccc2)cs1
compound no.	9	10	11	12	13	14	15	16
CHOP UPR activ	0.6	-1.0	-2.6	5.9	-3.0	0.7	1.1	1.4
tim10-1 inh	4	-11	-18	49*	17	31	41*	-7
tim23-1 inh	13	1	-2	36	11	33	7	5
APJ ag	-2	-2	-4	-3	-1	-2	-1	-1
Mdm2-MdmX inh	5	-13	2	-43	20	4	-2	-18
TIM10 inh	13	8	-9	38	1	31	37	24
APJ antagonist	7	14	21	-16	5	0	6	5
UPR XBP1 act	3	1	-2	8	0	7	0	0
CXCR6 inh	-12	2	1	-9	-15	12	-4	-14

# Records 12 to 15, quoted:
12. S=C(Nc1ccc(Cl)cc1)c1nc2ccccc2[nH]1
13. COc1cc(OC)cc(C(=O)NCC(=O)OCC(=O)/C=C2/N(C)c3ccccc3C2(C)C)c1
14. S=c1[nH]ncn1/N=C/c1ccc(Br)cc1
15. Cc1ccc(-n2nc(-c3cccs3)cc2C(=O)NCC2CCCO2)c(C)c1 (stereo not given)
compound no.	12	13	14	15
CHOP UPR activ	5.9	-3.0	0.7	1.1
tim10-1 inh	49*	17	31	41*
tim23-1 inh	36	11	33	7
APJ ag	-3	-1	-2	-1
Mdm2-MdmX inh	-43	20	4	-2
TIM10 inh	38	1	31	37
APJ antagonist	-16	5	0	6
UPR XBP1 act	8	0	7	0
CXCR6 inh	-9	-15	12	-4

# New compounds follow.
17. COc1ccc(NC(=O)CSc2nncn2C)cc1
18. N#C/C(=C\c1ccc(F)cc1F)S(=O)(=O)c1ccccn1
19. COCC(C)NC(=O)c1cc2cc(OC)ccc2[nH]1 (stereo not given)
20. CCN1C(=O)N(CC)c2cccc3cccc1c23
21. O=C(CCNC(=O)c1ccc(Cl)cc1)Nc1ccc(S(=O)(=O)N2CCCCC2)cc1
22. COc1ccc(N2C(=O)/C(=C\c3ccco3)N=C2SCC(N)=O)cc1Cl
23. CCc1ccc(NC(=O)CSc2nc(=O)n(CCCN(C)C)c3c2CCC3)cc1
24. N#Cc1c(N)n(Cc2ccccc2)c(=O)c2cc([N+](=O)[O-])ccc12
compound no.	17	18	19	20	21	22	23	24
CHOP UPR activ	0.4	1.0	0.1	2.0	-1.8	-2.1	0.8	-0.9
tim10-1 inh	25	-16	-13	8	13	19	-1	7
tim23-1 inh	11	-14	14	36	-1	24	-4	12
APJ ag	-1	2	-2	6	-3	0	-3	-4
Mdm2-MdmX inh	-13	2	6	17	23	-15	13	54*
TIM10 inh	1	-3	1	-5	10	-2	2	5
APJ antagonist	24	3	9	-15	-33	14	20	-6
UPR XBP1 act	1	5	2	-2	-3	-1	1	-5
CXCR6 inh	5	-7	-4	-11	2	5	10	10

25. O=C1C2C3C=CC(C2C(=O)N1CCO)C1C(=O)N(CCO)C(=O)C31 (stereo not given)
26. Cc1cccc(/C=C/C(=O)c2ccc(NC3=NCCCS3)cc2)c1
27. CC(=O)C1=C(O)C(=O)N(c2nccs2)C1c1ccccc1F (stereo not given)
28. O=C(COC(=O)c1cc[n+]([O-])cc1)Nc1ccc(Br)cc1
29. CN(C)C(=O)c1cc(C(=O)c2ccccc2F)c[nH]1
30. CC(=O)CSc1cc(-c2ccccc2)nc2ncnn12
31. O=c1[nH]c2ccccc2n2c(=S)[nH]nc12
32. O=C(/C=C/c1ccccc1)Nc1sc2c(c1C(=O)O)CCC2
compound no.	25	26	27	28	29	30	31	32
CHOP UPR activ	3.9	7.4	-0.7	0.5	3.8	-1.0	0.4	1.6
tim10-1 inh	5	54*	-15	-22	-17	28	-9	-8
tim23-1 inh	-2	1	-1	-6	-28	25	6	19
APJ ag	1	-4	-3	-2	0	-6	0	1
Mdm2-MdmX inh	3	86*	-2	-14	-21	12	21	-22
TIM10 inh	-1	66*	-9	4	0	20	20	-7
APJ antagonist	17	5	0	-3	3	19	-4	-1
UPR XBP1 act	-5	1	0	-1	-5	-2	0	-1
CXCR6 inh	-8	-3	-2	-4	-3	10	-12	2

33. CCN(CC)CC(C)CNC(=O)CN1C(=O)CSc2ccc(S(=O)(=O)N3CCOCC3)cc21 (stereo not given)
34. Cc1c(N)cc(C(=O)N2CCOCC2)cc1[N+](=O)[O-]
35. CSc1ccc(-c2nc(CN(C)C3CCOC3)c(C)o2)cc1 (stereo not given)
36. CC1(C)CC[C@]2(CO)[C@@H](O)C[C@]3(C)C(=CCC4[C@@]5(C)CC[C@H](O)C(C)(C)C5CC[C@]43C)[C@@H]2C1 (stereo not given in full)
37. CCCCN(C)CCCNC(=O)CCn1nc(-c2ccccc2)ccc1=O
38. Cc1ccc2c(c1)C(=O)C(=O)N2CC(=O)OC(C)C
39. COc1ccc(/C=N/NC(=O)c2nc(-c3ccccc3)n(-c3ccccc3)n2)cc1OC
40. COc1cc(CNCCc2c[nH]c3ccccc23)ccc1OCc1ccc(F)cc1
compound no.	33	34	35	36	37	38	39	40
CHOP UPR activ	-0.2	0.0	3.1	4.8	-0.3	-3.2	1.8	1.3
tim10-1 inh	10	-8	8	8	-7	19	20	5
tim23-1 inh	-1	-4	7	20	-4	15	8	4
APJ ag	-6	.	-3	3	0	-2	1	0
Mdm2-MdmX inh	1	-8	-39	-31	14	17	2	99*
TIM10 inh	1	-15	-28	1	2	6	15	24
APJ antagonist	2	-32	-7	3	8	-3	2	-3
UPR XBP1 act	3	2	-2	-2	0	2	-2	3
CXCR6 inh	7	-1	1	.	-4	10	1	-10

41. CN(C)c1nc(OCC(=O)NC(C)(C)C)nc(N(C)C)n1
42. CCCOc1cccc(C2C(C(=O)c3ccco3)=C(O)C(=O)N2c2nnc(C)s2)c1 (stereo not given)
43. Cc1ccc(C(C)C)c(OCCNC(=S)Nc2cccc3ccccc23)c1
44. O=C(N/N=C/c1ccc([N+](=O)[O-])o1)c1cn(-c2ccccc2)nc1-c1ccc(F)cc1
45. CC(=O)c1cccc(OCC(O)CNCCc2ccc(Cl)cc2)c1 (stereo not given)
46. COc1cc(OC)cc(C(=O)Nc2ccc(S(=O)(=O)N(C)C)cc2)c1
47. Cc1ccc(S(=O)(=O)N(CC(O)CN2C(=O)NC(C)(C)C2=O)c2cccc([N+](=O)[O-])c2)cc1 (stereo not given)
48. COc1ccc(Oc2ncnc3c2oc2ccc(Br)cc23)cc1
compound no.	41	42	43	44	45	46	47	48
CHOP UPR activ	-0.2	3.1	0.4	16	-0.9	0.7	1.4	1.1
tim10-1 inh	12	12	31	13	14	30	-23	14
tim23-1 inh	3	2	20	21	3	28	6	-3
APJ ag	-2	1	-1	-1	0	-1	0	3
Mdm2-MdmX inh	-17	-13	0	3	-32	11	6	6
TIM10 inh	1	6	27	20	-3	26	6	1
APJ antagonist	5	-2	-11	-37	-9	10	-3	-3
UPR XBP1 act	-1	-1	4	-2	-2	-2	-5	1
CXCR6 inh	-9	-1	15	.	3	2	-6	-3

49. CCOCc1c(C(=O)Nc2ccc(OC)nc2)oc2ccccc12
50. CCOc1ccc(NC(=S)N2CCC(NC(=O)c3ccccc3)CC2)cc1
51. CC(C)(C)OC(=O)N1CCN(C(=O)Cn2cc(CCO)nn2)CC1
52. O=c1[nH]cnc2c1N1CCC2CC1
53. COc1ccccc1CNC(=O)COC(=O)Cc1ccc(F)cc1
54. Cc1cc(C)nc(NNC(=O)NC2CCCCC2)n1
55. CC1CN(C(=S)SCCN2Cc3ccccc3C2=O)CC(C)O1 (stereo not given)
56. CC(C)Cc1nnc(NC(=O)CCC(=O)NC2CCCCCC2)s1
57. CCOC(=O)c1sc(NC(=S)NC(=O)c2cccc(OC)c2)nc1C
58. CCOC(=O)Cn1c(C)nc2c(C(=O)OCC)sc(C)c2c1=O
compound no.	49	50	51	52	53	54	55	56	57	58
CHOP UPR activ	1.3	2.6	0.2	-1.0	2.4	-2.9	0.7	2.2	1.4	-0.4
tim10-1 inh	11	-23	-9	4	12	9	-4	-3	-21	8
tim23-1 inh	19	10	-5	-8	4	3	-2	1	-6	12
APJ ag	-2	1	3	1	-3	-1	-3	2	-3	-4
Mdm2-MdmX inh	-15	4	0	8	-18	25	0	-18	5	6
TIM10 inh	15	8	-4	7	4	9	1	-1	0	-7
APJ antagonist	13	23	9	-22	13	9	-3	10	31	15
UPR XBP1 act	2	1	-2	-4	1	-3	-1	-1	-3	-3
CXCR6 inh	-4	-5	-1	-12	-8	-9	4	-8	7	-4

# Some of the compounds tested; the hit share may differ from the screen's.
